NadD inh = inhibitors of S. aureus NadD, primary screen, biochemical, colorimetric, uHTS; Nicotinate-nucleotide adenylyltransferase NadD (Staphylococcus aureus N315); purified NadD enzyme, colorimetric absorbance read-out; inhibition, % at 20 µM; 360,000 tested, 0.78% active; AID 602399, 2012; in the data active means inhibition above about 26%; further: some compounds past the cut are filed as inactive
Rpn11 block = Rpn11 (PSMD14) deubiquitinase inhibitors, primary screen, biochemical, fluorescence polarization, uHTS; human 26S proteasome, Ub4-pepOG fluorescence polarization; 20S core pre-blocked with epoxomicin; 360,000 tested, 0.59% active; calls only at 20 µM; 26S proteasome non-ATPase regulatory subunit 14 (Homo sapiens), O00487;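 active means inhibition at 20 µM, scaled to each plate's controls, above about 33%, limit read from the data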
Target sequence (O00487 whole entry, looked up): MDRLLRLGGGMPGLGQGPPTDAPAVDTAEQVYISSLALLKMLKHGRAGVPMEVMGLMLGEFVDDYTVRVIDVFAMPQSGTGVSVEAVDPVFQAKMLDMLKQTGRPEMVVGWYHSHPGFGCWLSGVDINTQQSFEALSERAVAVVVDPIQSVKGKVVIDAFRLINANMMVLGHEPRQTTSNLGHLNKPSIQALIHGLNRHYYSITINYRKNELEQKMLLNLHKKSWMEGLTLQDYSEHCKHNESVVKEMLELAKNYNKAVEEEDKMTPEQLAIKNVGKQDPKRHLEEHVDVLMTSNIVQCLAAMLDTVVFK
Scp1 inh = Scp-1 phosphatase inhibitors, primary screen, biochemical, colorimetric, uHTS. Carboxy-terminal domain RNA polymerase II polypeptide A small phosphatase 1 (Homo …. Recombinant Scp1, phosphopeptide, malachite green phosphate absorbance. inhibition, % at 20 µM. 340,000 tested, 0.88% active;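 active means inhibition above about 50% at 20 µM, limit read from the data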;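 further: plate controls were DMSO wells with enzyme for no effect and wells lacking enzyme for full effect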
Target sequence (Q9GZU7 76-261 limits assumed): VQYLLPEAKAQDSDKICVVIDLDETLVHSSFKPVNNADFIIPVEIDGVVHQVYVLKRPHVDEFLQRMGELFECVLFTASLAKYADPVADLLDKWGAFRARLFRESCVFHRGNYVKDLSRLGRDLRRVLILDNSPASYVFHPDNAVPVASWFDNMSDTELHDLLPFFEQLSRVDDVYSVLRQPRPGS
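Material – SCP-1 phosphatase catalytic domain, residues 76-261 · Buffer or medium – Acidic Tris acetate buffer with magnesium and detergent · Also added – Phospho 17-mer peptide substrate · Compound – single 20 µM dose, 1% DMSO · Times – 45 min room-temperature reaction, 5 min colour, 30 min stabiliser · Technique – Phosphate-binding colour reagent, absorbance read at 630 nm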
CSN deneddyl inh = inhibitors of CSN-mediated cullin deneddylation, primary screen, biochemical, fluorescence polarization, uHTS; AID 651999, 2013; inhibition, % at 12.5 µM; 360,000 tested, 0.38% active; Purified CSN, SCF-Nedd8-OG deneddylation;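 active means pattern-corrected inhibition above about 35%, with an unprinted fluorescence ratio check between 0.5 and 1.5, limit read from the data, passing the limit was not always enough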;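 further: 0% = enzyme with substrate and 100% = substrate without enzyme; some results filed as inactive read as strong as hits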
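Assay system: Purified human Csn5 enzyme expressed in HEK293T cells | Amount: Enzyme 0.24 nM | Measured by: Fluorescence polarization readout | Medium: Tris/NaCl/DTT buffer, pH 7.5 | Compound dosing: One concentration, 12.5 µM, 0.25% DMSO | Times: 90 min incubation of compound, enzyme and substrate at room temperature | Control set: no-enzyme wells high, enzyme-with-substrate wells low | Read-out: % inhibition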
DNMT1 inh = human DNMT1 methyltransferase inhibitors, primary screen, biochemical, molecular beacon, fluorescence, HinP1I cleavage, uHTS; DNA (cytosine-5)-methyltransferase 1 (Homo sapiens), P26358; inhibition (reported as % activation of signal), % at 10 µM; 360,000 tested, 0.83% active; AID 588458, 2011; in the data active means inhibition above about 50%
LMPTP inh = LMPTP phosphatase inhibitors, primary screen, biochemical, fluorescence intensity, uHTS | recombinant LMPTP-A, OMFP fluorogenic substrate | inhibition, % at 20 µM | 360,000 tested, 0.22% active;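 active means compounds that cut the enzyme signal by at least half of the control window in the single-dose screen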;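 further: plate controls were DMSO wells with enzyme plus substrate for no effect and substrate without enzyme for full effect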
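Assay system: LMPTP-A phosphatase enzyme | Input: 0.625 nM enzyme | Also added: Fluorogenic phosphatase substrate OMFP at 400 µM final | Compound dosing: One test concentration per compound, 20 µM, with 3% DMSO overall | Schedule: 50 min enzyme reaction at room temperature, protected from light | Signal: Fluorescence intensity | Benchmarks: no-enzyme and uninhibited controls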
Neddyl block = inhibitors of cullin neddylation, primary screen, biochemical, TR-FRET, uHTS, NAE and Ubc12; NEDD8-conjugating enzyme Ubc12 (Homo sapiens) + NEDD8-activating enzyme E1 regulatory …; calls only at 25 µM; 360,000 tested, 0.58% active; AID 651699, 2012; in the data active means inhibition above about 36%
SUMO1 PPI mod = modulators of SUMO1 protein-protein interactions, primary screen, biochemical, uHTS | Small ubiquitin-related modifier 1 (Homo sapiens), P63165 | SUMO1 binding to a labelled peptide, TR-FRET, 1 h | inhibition, % at 20 µM | 360,000 tested, 0.33% active; in the data active means inhibition above about 37%
STEP inh = STEP phosphatase inhibitors, primary screen, biochemical, fluorescence intensity, uHTS; Tyrosine-protein phosphatase non-receptor type 5 (Homo sapiens), P54829; recombinant STEP, OMFP fluorogenic substrate; inhibition, % at 20 µM; 360,000 tested, 0.25% active; AID 588621, 2011;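 active means inhibition at 20 µM, scaled per plate between control wells, above about 37%, limit read from the data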;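 further: 0% = DMSO with enzyme and substrate and 100% = substrate only without enzyme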
Target sequence (P54829 whole entry, looked up): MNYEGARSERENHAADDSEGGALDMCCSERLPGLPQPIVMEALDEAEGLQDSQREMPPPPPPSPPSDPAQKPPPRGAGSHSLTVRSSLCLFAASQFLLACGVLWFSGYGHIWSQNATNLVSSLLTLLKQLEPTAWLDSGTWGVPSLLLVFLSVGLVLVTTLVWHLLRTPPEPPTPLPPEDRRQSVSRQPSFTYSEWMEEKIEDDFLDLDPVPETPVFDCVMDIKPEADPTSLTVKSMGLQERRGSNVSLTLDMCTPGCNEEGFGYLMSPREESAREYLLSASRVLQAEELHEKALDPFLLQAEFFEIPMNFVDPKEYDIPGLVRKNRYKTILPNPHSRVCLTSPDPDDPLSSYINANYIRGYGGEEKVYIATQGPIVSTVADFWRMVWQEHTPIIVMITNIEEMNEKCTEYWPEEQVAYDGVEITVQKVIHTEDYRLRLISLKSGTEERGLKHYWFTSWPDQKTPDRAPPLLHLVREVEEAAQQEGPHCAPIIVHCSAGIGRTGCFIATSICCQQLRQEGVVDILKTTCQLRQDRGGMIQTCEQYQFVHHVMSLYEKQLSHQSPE
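Assay system: isolated STEP enzyme / Timing: 20 min at room temperature, dark / Doses: 20 µM, 1% DMSO / Technique: fluorescence intensity, excitation 480 nm, emission 540 nm / Reagent: fluorogenic phosphatase substrate OMFP at 25 µM final / Measure: percent inhibition scaled to no-enzyme and uninhibited-enzyme controls, plate-pattern corrected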
Rin1 Abl inh = inhibitors of Rin1-Abl protein binding, primary screen, biochemical, TR-FRET; AID 588664, 2011; 360,000 tested, 0.4% active; Tyrosine-protein kinase ABL1 (Homo sapiens) + Ras and Rab interactor 1 (Homo sapiens), …; inhibition, % at 7.35 µM; in the data active means inhibition above about 5%, passing the limit was not always enough
* hit, by the source's call; i = inactive; / = not tested or not shown. Random draw from the library; about 3.8% have a hit in one of these screens.

Below each compound: LMPTP inh, SUMO1 PPI mod, CSN deneddyl inh, DNMT1 inh, Rpn11 block, NadD inh, Scp1 inh, STEP inh, Neddyl block, Rin1 Abl inh
> C#CCOCCOCCOCCNc1nc(N2CCN(C(=O)[C@H](CC(N)=O)n3cc([C@@H](N)C(C)C)nn3)CC2)nc(N2CCN(C(=O)[C@H](CC(N)=O)n3cc([C@@H](N)C(C)C)nn3)CC2)n1
 : -2.4, -9, 5, 1, i, -3, -3, -4, i, 2
> CCOc1ccccc1C(=O)Nc1cccc(-c2nnc(-c3ccccc3)o2)c1
 : 5.2, 1, 10, 1, i, -3, -4, -1, i, 0
> Cc1c(NC(=O)c2cccnc2Cl)c(=O)n(-c2ccccc2)n1C
 : -1.4, -4, 0, -3, i, -3, -9, -1, i, -1
> C/C=C/c1ccc(OCCn2cncn2)c(OC)c1
 : -1.4, 1, 2, 1, i, -6, -8, 2, i, 0
> COc1ccc(Oc2nc(Oc3ccc(OC)cc3)nc(Oc3ccc(OC)cc3)n2)cc1
 : -1.6, 3, 1, 25, i, 13, -8, 0, i, -5
> COc1ccc(OC)c(NC(=O)c2nnn(Cc3ccc(Br)cc3F)c2N)c1
 : 0.0, -2, -5, -1, i, -8, 7, -6, i, -3
> COc1ccc(CCC(=O)NC2CCCCC2)cc1
 : -0.7, 2, -4, 1, i, 3, -11, -1, i, -4
> Cc1nc2ccccc2c(=O)n1NC(=O)C1CC1
 : -0.3, -1, -6, 1, i, 1, 1, -2, i, 3
> COc1ccc(-n2nc(C(=O)NCc3ccco3)c3c4ccccc4n(C)c3c2=O)cc1Cl
 : -0.5, -3, 2, 11, i, 18, -4, -2, /, 0
> CCCn1nnnc1COc1ccc(C(N)=O)cc1
 : -3.2, 2, 1, -1, i, -5, -4, 0, i, 0
> COC(=O)[C@@]1(Cc2ccc(F)cc2)[C@H]2c3cc(C(=O)N(C)C)n(C)c3C[C@H]2CN1C(=O)c1ccccc1
 : 0.2, 3, 0, /, /, -2, /, /, i, /
> COC(=O)N/N=C/c1ccc(OC(=O)c2ccco2)c(OC)c1
 : -1.2, -1, -2, -1, i, -2, 2, 1, i, 0
> O=C(Nc1ccc(Cl)cc1)c1cccc(OC(=S)N2CCOCC2)c1
 : 1.4, 0, 0, 0, i, -7, -13, -2, i, 3
> CCCCOc1cccc(C(=O)N(Cc2ccccc2)C2CCS(=O)(=O)C2)c1 (stereo not given)
 : -2.5, 10, 2, 1, i, 3, -5, -1, i, -1
> C=CCn1c(=N)n(CC(O)c2ccco2)c2ccccc21 (stereo not given)
 : -0.7, 0, -11, 2, i, -5, 11, -4, i, -1
> CCOc1ccc(NS(=O)(=O)c2ccc(C(=O)NCC(c3ccco3)N3CCCCC3)cc2)cc1 (stereo not given)
 : -1.3, -1, 2, -6, i, -4, /, 1, i, 2
> O=C(Nc1cc(C(F)(F)F)ccc1F)C1CCCC1
 : 1.0, -4, 6, 4, i, -4, -3, 2, i, 2
> COc1ccc(C(=O)NC2CCN(C(=S)Nc3cccc(C)c3)CC2)cc1
 : 0.0, 2, 0, 2, i, 5, 0, 4, i, 3
> Fc1ccc(F)c(CNc2ncnc3cc(Cl)ccc23)c1
 : -0.8, 3, -3, -2, i, -8, 1, 1, i, -1
> CC(C)Cc1nnc(NC(=O)CSc2nc(-c3ccccc3)cc(=O)[nH]2)s1
 : 1.1, 7, 18, -1, i, 3, -7, 2, i, -1
> Cc1cccc2c1cnn2C(=O)Nc1ccc(Br)cc1F
 : -1.8, 21, 0, -2, i, -2, -13, -2, i, 1
> COc1ccc(/C=C2\CCCC3C2=NN(C(=O)c2scnc2C)C3c2ccc(OC)cc2)cc1 (stereo not given)
 : 6.2, -3, -1, -11, i, 18, 15, 6, /, 0
> COc1ccccc1CNC(=O)C(C)Oc1ccccc1 (stereo not given)
 : -0.5, 2, 1, -1, i, -7, -7, 2, i, -1
> O=C(Nc1ccc(F)cc1)c1ccc2c(c1)S(=O)(=O)N=C1CCCCCN12
 : -0.5, -2, 0, 1, i, 1, -12, 0, i, 4
> O=C(NC1CCCc2ccccc21)C1CCC(CNS(=O)(=O)c2cccc3nsnc23)CC1 (stereo not given)
 : 0.5, -8, 2, 7, i, -4, 1, 0, i, -3
> CCCCCCCc1ccc(-c2ccc(O)cc2)nc1
 : 1.7, 1, -6, 4, i, -9, 1, 1, i, -2
> COC(=O)CCC(=O)c1oc2ccccc2c1NC(=O)CCCN1C(=O)c2ccccc2C1=O
 : 0.8, -8, 5, 3, i, 3, -6, 1, i, 2
> CCOC(=O)c1[nH]c2ccccc2c1NC(=O)CN1CCCCC1
 : 0.1, -5, -1, -2, i, 14, -11, 0, i, -2
> Cc1cc(C)nc(SCC(=O)Nc2ccc3c(c2)OCO3)n1
 : -0.4, 8, 0, 0, i, 0, -5, 0, i, 0
> CCN(CC)CCNC(=O)c1cn(CCOC)c(=O)c2c1c1ccccc1n2C
 : -0.1, -4, 1, -2, i, -6, -8, 0, i, -3
> Cc1ccc(NC(=O)c2ccc(NS(=O)(=O)c3cccc4cccnc34)cc2)cc1
 : 2.4, 6, 1, 1, i, 3, -5, -1, i, 2
> COc1cccc(C=Nc2ccccc2C(=O)Nc2nccs2)c1OC
 : 0.6, 9, -1, -10, i, 2, 0, 2, i, -2
> Brc1ccccc1C1N=C(c2ccccc2)NO1 (stereo not given)
 : -0.2, 0, 1, 1, i, -3, -6, 2, i, 4
> Cc1ccc(-n2nc3cc(C)c(NC(=S)NC(=O)/C=C/c4ccco4)cc3n2)cc1
 : 1.3, 8, -5, 39, i, 29, -3, 4, i, -11
> CCCCOc1ccccc1NC(=O)CC1SC(=NCC)N(CC)C1=O (stereo not given)
 : -1.7, -2, -8, -1, i, 3, 1, 3, i, -2
> O=C(Cn1nnc2c(cnn2-c2ccc(F)cc2)c1=O)OC1CCCCC1
 : 3.6, -15, 2, -8, i, 5, 0, 2, i, -4
> COc1ccccc1Nc1cc(C(=O)NCc2cccnc2)c2ccccc2n1
 : 0.2, -8, 4, -8, i, -2, -9, -2, i, -4
> O=C(c1sc2cccc(Cl)c2c1Cl)N1CCN(CCc2ccccn2)CC1
 : 0.0, 5, 1, 0, i, 2, -9, -2, i, 2
> O=S(=O)(NCC1CCCO1)c1cccc(C(F)(F)F)c1 (stereo not given)
 : -0.3, 0, -1, -7, i, 0, -3, -1, i, -5
> CC(=O)c1c(C)n(C)c2ccc(OC(=O)c3ccco3)cc12
 : -0.2, 0, 2, 4, i, -3, 8, 2, i, -2

Reprinted from above, twelve compounds:
Below each compound: LMPTP inh, SUMO1 PPI mod, CSN deneddyl inh, DNMT1 inh, Rpn11 block, NadD inh, Scp1 inh, STEP inh, Neddyl block, Rin1 Abl inh
> CCCCCCCc1ccc(-c2ccc(O)cc2)nc1
 : 1.7, 1, -6, 4, i, -9, 1, 1, i, -2
> COC(=O)CCC(=O)c1oc2ccccc2c1NC(=O)CCCN1C(=O)c2ccccc2C1=O
 : 0.8, -8, 5, 3, i, 3, -6, 1, i, 2
> CCOC(=O)c1[nH]c2ccccc2c1NC(=O)CN1CCCCC1
 : 0.1, -5, -1, -2, i, 14, -11, 0, i, -2
> Cc1cc(C)nc(SCC(=O)Nc2ccc3c(c2)OCO3)n1
 : -0.4, 8, 0, 0, i, 0, -5, 0, i, 0
> CCN(CC)CCNC(=O)c1cn(CCOC)c(=O)c2c1c1ccccc1n2C
 : -0.1, -4, 1, -2, i, -6, -8, 0, i, -3
> Cc1ccc(NC(=O)c2ccc(NS(=O)(=O)c3cccc4cccnc34)cc2)cc1
 : 2.4, 6, 1, 1, i, 3, -5, -1, i, 2
> COc1cccc(C=Nc2ccccc2C(=O)Nc2nccs2)c1OC
 : 0.6, 9, -1, -10, i, 2, 0, 2, i, -2
> Brc1ccccc1C1N=C(c2ccccc2)NO1 (stereo not given)
 : -0.2, 0, 1, 1, i, -3, -6, 2, i, 4
> Cc1ccc(-n2nc3cc(C)c(NC(=S)NC(=O)/C=C/c4ccco4)cc3n2)cc1
 : 1.3, 8, -5, 39, i, 29, -3, 4, i, -11
> CCCCOc1ccccc1NC(=O)CC1SC(=NCC)N(CC)C1=O (stereo not given)
 : -1.7, -2, -8, -1, i, 3, 1, 3, i, -2
> O=C(Cn1nnc2c(cnn2-c2ccc(F)cc2)c1=O)OC1CCCCC1
 : 3.6, -15, 2, -8, i, 5, 0, 2, i, -4
> COc1ccccc1Nc1cc(C(=O)NCc2cccnc2)c2ccccc2n1
 : 0.2, -8, 4, -8, i, -2, -9, -2, i, -4

(listing goes on)
Below each compound: LMPTP inh, SUMO1 PPI mod, CSN deneddyl inh, DNMT1 inh, Rpn11 block, NadD inh, Scp1 inh, STEP inh, Neddyl block, Rin1 Abl inh
> Fc1cccc(Cc2c(C3CCCCC3)nc3ccc(Br)cn23)c1
 : 0.6, 3, 2, 9, i, 7, /, -3, i, 4
> COCCNC(=S)N1CCN(Cc2ccc3c(c2)OCO3)CC1
 : -0.8, 5, -3, 0, i, -4, -6, 2, i, 0
> COc1cccc(/C=C2/C(=O)NN(c3ccc(F)cc3)C2=O)c1
 : 3.9, 12, -4, 0, i, 1, 0, 13, i, -1
> COc1cccc(NC(=O)Nc2cc(C)ccc2F)c1
 : 0.6, 0, -1, 1, i, -3, -12, -8, i, -1
> CCN(CC)c1nc2ccccc2nc1C(C#N)C(=O)NCCc1ccccc1 (stereo not given)
 : 1.3, 1, -16, 5, i, 0, -2, 0, i, -5

Compound activity from PubChem BioAssay.
